Compound activity as filed in PubChem.
LEDGF integ inh = blockers of LEDGF/p75-dependent integrase strand transfer – biochemical, TR-FRET, high throughput, primary screen. HIV-1 integrase (with human LEDGF/p75). TR-FRET IN-LEDGF/p75 DNA integration, Eu/Cy5. inhibition, % at 3.7 µM. hit rate 0.64% among 370,000. AID 743269, 2014;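 active = inhibition above the screen-wide mean plus 3 SD, cut at about 13% in these data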;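 also: signal is the Cy5 over europium emission ratio at 671 and 618 nm; 0% = plate median of compound wells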
TCR CD3 inh = inhibitors of human TCR-CD3 interaction, primary screen, biochemical, fluorescence, TAMRA-labeled TCR probe. T-cell receptor (TCR). inhibition, % at 9.4 µM. hit rate 0.37% among 360,000. AID 651800, 2012; in the data active = inhibition above about 19%;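 also: recombinant mutant TCR 2C K166C tagged with TAMRA read by polarization; 0% = receptor in buffer alone and 100% = receptor with positive control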
TDP2 inh = human TDP2 enzyme inhibitors, primary screen, biochemical, epi absorbance, recombinant enzyme | Tyrosyl-DNA phosphodiesterase 2 (Homo sapiens), O95551 | T5PNP hydrolysis, p-nitrophenol absorbance 415 nm | inhibition, % at 12.8 µM | hit rate 0.34% among 370,000;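 active = inhibition above the mean of all tested compounds plus 3 SD, set per campaign, cut at about 25% in these data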;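 also: 0% = DMSO with enzyme and 100% = buffer with substrate but no TDP2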
Target sequence (O95551 whole entry, looked up): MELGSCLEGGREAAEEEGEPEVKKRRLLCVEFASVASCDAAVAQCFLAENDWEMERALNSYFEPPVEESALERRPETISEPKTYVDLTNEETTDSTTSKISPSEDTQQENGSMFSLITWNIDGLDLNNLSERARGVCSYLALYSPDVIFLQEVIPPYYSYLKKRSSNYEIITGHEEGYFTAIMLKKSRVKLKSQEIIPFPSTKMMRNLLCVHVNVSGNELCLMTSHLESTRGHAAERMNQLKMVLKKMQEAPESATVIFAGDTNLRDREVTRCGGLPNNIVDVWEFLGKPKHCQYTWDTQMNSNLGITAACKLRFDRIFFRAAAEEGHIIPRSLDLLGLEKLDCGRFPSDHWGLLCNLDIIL
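test system = human TDP2 enzyme | input = TDP2 enzyme at 120 nM final | medium = 50 mM Tris-HCl pH 7.5 with Mg2+, KCl, DTT, BSA | also added = T5PNP substrate, 5 mM | times = 2 h at 37 °C | technique = epi absorbance | benchmarks = high control without enzyme, low control DMSO plus TDP2 | replication = each compound tested once, singlicate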
PRMT1 inh = PRMT1 methyltransferase inhibitors, primary screen, biochemical, fluorescence polarization | Protein arginine N-methyltransferase 1 (Homo sapiens), Q99873 | recombinant PRMT1, activity-based probe fluorescence polarization | inhibition, % at 2.79 µM | hit rate 1.3% among 370,000;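 active = inhibition above about 21% made by adding two undisclosed values, limit read from the data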
Target sequence (Q99873 whole entry, looked up): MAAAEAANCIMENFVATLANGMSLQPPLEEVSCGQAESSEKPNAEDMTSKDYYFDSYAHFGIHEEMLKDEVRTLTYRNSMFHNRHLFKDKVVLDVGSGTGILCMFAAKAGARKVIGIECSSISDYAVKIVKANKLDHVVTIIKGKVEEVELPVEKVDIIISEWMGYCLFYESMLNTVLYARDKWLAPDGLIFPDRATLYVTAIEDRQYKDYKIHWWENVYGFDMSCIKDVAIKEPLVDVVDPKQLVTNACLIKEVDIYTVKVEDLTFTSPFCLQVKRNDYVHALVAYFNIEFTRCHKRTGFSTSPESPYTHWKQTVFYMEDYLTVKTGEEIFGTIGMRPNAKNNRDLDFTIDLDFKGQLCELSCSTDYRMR
Tn7 DDE FP = inhibitors of Tn7 peptide binding to fibrin DD(E), primary screen, biochemical, fluorescence polarization, human fibrin, Tn7 probe; Fibrinogen beta chain (Homo sapiens), P02675; FP displacement of FITC-Tn7 peptide from fibrin DD(E); 0% = median of compound wells per plate; inhibition, % at 8.3 µM; hit rate 0.13% among 370,000;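 active = inhibition above the mean of compounds falling within the control limits plus 3 SD of them, cut at about 14% in these data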;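 also: 0% = plate median of compound wells and 100% = 10 µM Aha-Tn7 peptide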
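Also added: labelled Tn7 tracer, 0.1 µM; Assay system: human fibrin DD(E) protein; Amount: 2 µM fibrin DD(E); Schedule: 10 min compound pre-incubation, 3 h probe incubation at room temperature; Repeats: one replicate per compound; Read-out basis: percent inhibition; Measured by: fluorescence polarization of the labelled Tn7 tracer.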
PG9 binder = binders of HIV-1 gp120 antibody PG9, primary screen, biochemical, TR-FRET; TR-FRET gp120-PG9 antibody binding; inhibition, % at 6.7 µM; hit rate 0.43% among 360,000; in the data active = inhibition above about 8.5%
SIAE primary = human SIAE inhibitors, primary screen, biochemical, fluorescence polarization, FP-Rh probe, 1536-well HTS. Sialate O-acetylesterase (Homo sapiens), Q9HAT2. SIAE FP-Rh probe binding. inhibition, % at 9.66 µM. hit rate 0.69% among 370,000. AID 1053197, 2014;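 active = inhibition above a cutoff: mean of compounds within the control limits plus 3 SD of those, cut at about 17% in these data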;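 also: 0% = plate median of compound wells and 100% = probe without SIAE protein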
HTRA1 inh = HTRA1 serine protease inhibitors, primary screen, biochemical, fluorescence polarization, HTS; Q92743; recombinant HTRA1, FP-rhodamine activity-based probe; inhibition, % at 5.96 µM; hit rate 0.5% among 340,000; AID 504803, 2011; in the data active = inhibition above about 36%;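 also: 0% = enzyme with DMSO and 100% = wells lacking enzyme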
UHRF1 binding = UHRF1 methylated DNA binding inhibitors, primary screen, counter-screen for MBD2 inhibitor project, biochemical, TR-FRET, human UHRF1, single concentration; inhibition, % at 4.4 µM; UHRF1 binding to methylated oligo; AID 687016, 2013; hit rate 0.75% among 370,000; in the data active = inhibition above about 21%;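 also: UHRF1 SRA domain binding a hemimethylated CpG hairpin DNA probe; 0% = median of test compound wells and 100% = reference inhibitor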
mABHD4 FP = ABHD4 inhibitors, primary screen, biochemical, fluorescence polarization, mouse | (Lyso)-N-acylphosphatidylethanolamine lipase (Mus musculus), Q8VD66 | purified mABHD4, FP-Rh probe fluorescence polarization | inhibition, % at 8.92 µM | hit rate 0.54% among 370,000;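 active = inhibition exceeding the mean over every tested compound plus 3 SD, cut at about 30% in these data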;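 also: 0% = plate median of compound wells and 100% = S159A mutant with DMSO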
Target sequence (Q8VD66 whole entry, looked up): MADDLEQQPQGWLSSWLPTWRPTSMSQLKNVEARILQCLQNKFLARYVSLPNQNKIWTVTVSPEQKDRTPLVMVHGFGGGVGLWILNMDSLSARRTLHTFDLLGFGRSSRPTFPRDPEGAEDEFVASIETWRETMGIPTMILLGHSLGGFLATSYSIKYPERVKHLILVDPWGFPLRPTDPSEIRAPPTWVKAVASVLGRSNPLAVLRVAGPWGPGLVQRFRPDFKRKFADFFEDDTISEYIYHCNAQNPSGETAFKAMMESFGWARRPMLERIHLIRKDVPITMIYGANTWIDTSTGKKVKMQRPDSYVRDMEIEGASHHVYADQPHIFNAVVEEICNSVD
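Test system: mABHD4 protein; Read-out basis: % inhibition; Incubation: 45 min + 60 min at 25 °C; Repeats: single replicate; Technique: fluorescence polarization with parallel and perpendicular emission, 525/598 nm; Compound: 8.92 µM, single dose; Benchmarks: full inhibition S159A mutant plus DMSO, zero as sample-well median.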
Active calls of the source: *; . = no result given. Outcome played no part in choosing rows, and some 4.2% of all compounds hit somewhere here.

Each structure is followed by: LEDGF integ inh	TCR CD3 inh	TDP2 inh	PRMT1 inh	Tn7 DDE FP	PG9 binder	SIAE primary	HTRA1 inh	UHRF1 binding	mABHD4 FP
1: COc1cccc(CC(=O)OCC(=O)N2CCN(c3ccc(F)cc3)CC2)c1
    -2	17	12	0	-5	-2.8	4	4	0	2
2: O=C(CN1C(=O)COc2ccccc21)NCCN1CCc2ccccc2C1
    -3	4	4	-1	3	-0.6	-4	2	1	1
3: NS(=O)(=O)c1ccc2nc(NC(=O)Nc3ccccc3F)sc2c1
    0	-9	9	5	2	1.9	-8	-5	2	-15
4: NC(=O)NC(=O)C(OC(=O)CCNS(=O)(=O)c1ccccc1)c1ccccc1 (centres undefined)
    -3	7	-1	2	0	0.2	-7	37*	-2	-6
5: Cc1c(NC(=O)C(C)OC(=O)COc2cccc3c2OC(C)(C)C3)c(=O)n(-c2ccccc2)n1C (centres undefined)
    1	4	-4	-5	-2	-3.7	-4	-7	0	-11
6: Nc1c(C(=O)Nc2ccc(Br)cc2)sc2nc(N3CCOCC3)c3c(c12)CCCC3
    -1	7	2	21	9	1.5	2	-6	-1	-3
7: Cc1ccc(S(=O)(=O)N2CCN(C(=O)CCOc3cc(C)ccc3C)CC2)cc1
    0	-2	8	-4	-1	-0.1	4	-15	0	-5
8: Cc1ccc(NC(=O)C(C)S)cc1 (centres undefined)
    3	-2	2	5	1	-0.8	0	-5	2	-8
9: CC(C)C(NC(=O)c1cccc(S(=O)(=O)N2CCOCC2)c1)C(=O)NCCc1ccccn1 (centres undefined)
    -1	-2	12	0	8	-0.2	4	-2	2	10
10: CC(=O)Nc1cc[n+](CC(=O)c2cccc([N+](=O)[O-])c2)cc1
    4	-4	-7	-4	-3	0.2	2	7	4	-10

2 compounds drawn at random from the list so far, as already listed:
Each structure is followed by: LEDGF integ inh	TCR CD3 inh	TDP2 inh	PRMT1 inh	Tn7 DDE FP	PG9 binder	SIAE primary	HTRA1 inh	UHRF1 binding	mABHD4 FP
6: Nc1c(C(=O)Nc2ccc(Br)cc2)sc2nc(N3CCOCC3)c3c(c12)CCCC3
    -1	7	2	21	9	1.5	2	-6	-1	-3
10: CC(=O)Nc1cc[n+](CC(=O)c2cccc([N+](=O)[O-])c2)cc1
    4	-4	-7	-4	-3	0.2	2	7	4	-10

Continued:
Each structure is followed by: LEDGF integ inh	TCR CD3 inh	TDP2 inh	PRMT1 inh	Tn7 DDE FP	PG9 binder	SIAE primary	HTRA1 inh	UHRF1 binding	mABHD4 FP
11: COc1ccc(C2NCCC3(O)CCCCC23)c(OC)c1OC (centres undefined)
    -1	-1	7	2	4	1.4	0	2	1	7
12: Cn1cccc1C(=O)NC(=O)COC(=O)C12CC3CC(CC(O)(C3)C1)C2
    3	-1	-1	-2	-6	1.5	5	2	1	0
13: Cc1ccc(CN2[C@@H]3c4ccccc4C[C@@H]3OCCS2(=O)=O)cc1
    1	-2	-1	-1	0	0.9	1	-5	-1	-12
14: C[C@H](NC(=O)c1ccccc1Cl)C(=O)OCC(=O)N1CCN(c2ccccc2)CC1
    1	1	8	11	-5	-1.3	6	4	-2	-2
15: CN(C)S(=O)(=O)c1ccc2c(c1)nc(CCC(=O)Nc1ccc(N3CCOCC3)cc1)n2C
    -4	-6	5	2	9	-0.6	-2	-3	3	2
16: Cc1nn(C)c(NC(=O)c2ccc([N+](=O)[O-])cc2)c1Cl
    2	0	-14	-3	-5	-4.2	5	-2	-1	5
17: CCc1nc2c(c(=O)[nH]1)C(CC)(CC)Cc1ccccc1-2
    0	-5	12	1	4	0.5	-1	1	2	-6
18: COc1ccc(NC2CCCN(C(=O)CSc3ccccc3)C2)cc1OC (centres undefined)
    -1	3	17	1	-6	0.6	3	-6	-1	-3
19: CCCC(=O)Nc1ccc(S(=O)(=O)N2CCc3ccccc32)cc1
    -3	-3	8	3	1	-0.8	5	-15	-1	-6
20: COc1cc(O)c(C(CCN2CCN(c3ccccc3)CC2)c2ccc3c(c2)OCO3)c(OC)c1 (centres undefined)
    -1	-1	-11	-1	1	-0.5	3	-6	0	-3
21: O=[N+]([O-])c1ccc(N2CCN(c3ccccc3F)CC2)c(S(=O)(=O)N2CCOCC2)c1
    -3	5	-5	-1	2	-0.4	1	7	-3	0
22: CC1CCN(C(=O)CCCOc2cc(=O)n(C)c3ccccc23)CC1
    0	-1	0	-2	2	-0.9	5	1	1	2
23: COc1ccc(NC(=O)CC(C)(C)C)c([N+](=O)[O-])c1
    1	1	-2	-3	5	1.7	-2	1	0	-4
24: c1ccc(-c2nc3c4ccccc4ccn3c2CN2CCCCC2)cc1
    0	-4	10	2	3	-1.0	2	-21	4	-3
25: CCN(CC)C(=O)Cn1cc(S(=O)(=O)CC(=O)Nc2ccccc2F)c2ccccc21
    3	-5	-6	0	0	1.5	4	8	1	8
26: CCCCNC(=O)CN1C(=O)COc2ccc(S(=O)(=O)N3CCCCCC3)cc21
    -1	4	-7	-6	0	0.5	-2	9	-3	-1
27: CN1CCN(c2ccc(NC(=O)c3cccc(OCc4ccccc4)c3)cc2)CC1
    -3	6	-8	-2	-1	-1.1	5	-3	-1	12
28: O=C(Nc1nc2ccccc2[nH]1)c1cccc(Cl)c1
    0	6	-2	-2	3	-3.1	1	-3	-1	4
29: CCOc1ccccc1CN1CCN(CC2=Cc3cc(OC)ccc3OC2)CC1CCO (centres undefined)
    -8	-4	-9	3	-4	-0.9	4	-5	1	11
30: Cc1ccc(N=Nc2ccc(O)cc2)c(Br)c1
    5	-1	-4	-2	-7	-2.4	4	13	-1	5
31: Cc1onc(-c2c(F)cccc2Cl)c1C(=O)N(C)C1CCCCC1
    -4	6	7	1	1	-1.6	3	-8	3	1
32: CCCCn1c(N(CCOC(C)=O)C(C)=O)nc2ccccc21
    1	5	-6	-1	7	1.9	9	2	0	3
33: COC(=O)C1=C(C)C(c2ccc(OC)cc2OC)NC(=O)N1 (centres undefined)
    -3	7	-9	-2	0	-0.5	1	-4	0	4
34: Cc1cc(NC(=O)CSCC(=O)NCc2cccc(C(F)(F)F)c2)no1
    -2	-6	0	3	3	1.8	-1	-5	2	3
35: COc1ccc(OCCSc2nnc(Cc3cccc4ccccc34)n2N)cc1
    2	5	-10	-3	2	-0.8	0	-10	0	-1
36: CCC(C)NC(=O)CSc1ccc(NC(C)=O)cc1 (centres undefined)
    1	-6	-10	7	8	3.0	-4	6	-1	-16
37: Cc1cc(C)cc(NC(=O)COC(=O)Cc2ccccc2F)c1
    -1	1	-3	-2	4	0.9	2	-3	0	0
38: CCN(CC)C(=O)CSc1nnc(-c2ccco2)n1N
    2	-3	-5	-2	8	0.0	4	-8	4	-2
39: COc1ccc(S(=O)(=O)NCC(=O)N(CC(=O)NCC2CCCO2)c2ccccc2C)cc1 (centres undefined)
    3	-4	6	-1	6	-0.6	7	5	-1	0
40: N=C1N(C(=O)OCc2ccccc2)/C(=C\C2=CCCCC2)C(Cc2ccccc2)N1Cc1ccccc1 (centres undefined)
    0	.	1	1	1	.	4	.	-4	13
41: CC1=NN(c2nc(-c3ccccc3)cs2)C(=O)C1
    3	-1	-9	6	0	-0.1	11	11	-6	49*
42: CC(=O)c1cccc(NC(=O)C2CC(=O)N(c3cccc(C)c3C)C2)c1 (centres undefined)
    4	1	-5	-1	-1	-2.6	1	1	1	-3
43: CCCCN(CCCC)Cc1cc(=O)oc2ccccc12
    -1	0	0	0	8	-2.0	2	.	0	0
44: CCN(CC)CCNC(=O)/C(=C\c1cccn1C)NC(=O)c1cccs1
    2	6	1	-5	-1	-1.6	6	1	-3	9
45: O=C(NNc1c(Cl)cc(Cl)cc1Cl)c1n[nH]c(=O)c2ccccc12
    -1	-2	3	-2	-5	-2.4	5	4	-3	0
46: Nc1nc(N)nc(-c2cccc(Cl)c2Cl)n1
    0	-1	6	2	-1	1.1	4	0	3	-1
47: CCC(Sc1nc2ccsc2c(=O)n1Cc1ccc(C(=O)O)cc1)C(=O)Nc1cccc(OC)c1 (centres undefined)
    4	1	1	-2	-3	1.3	0	-9	-1	19
48: CCOC(=O)c1c(C)[nH]c(C(=O)OC(C)C(=O)NC2(C#N)CCCCC2)c1C (centres undefined)
    1	-4	5	0	1	0.5	1	-9	4	-1
49: C=CCOC(=O)C1=C(C)NC(SCC(N)=O)=C(C#N)C1c1ccc(C)cc1 (centres undefined)
    0	-1	-17	-6	-10	-2.3	-2	-50	2	-8
50: CCOC(=O)c1sc(=S)n(Cc2ccccc2)c1C
    1	0	2	3	8	-0.3	1	-11	1	-6
51: COc1ccc(C2N(C(C)=O)CCCN2S(=O)(=O)c2ccc(C)cc2)cc1 (centres undefined)
    4	6	14	1	-4	-1.6	2	0	-1	-1
52: Cc1noc(NC(=O)c2cccc(Cl)c2Cl)c1C#N
    5	5	2	0	-6	-0.2	0	0	2	3
53: CN(C)c1nc2c(c(=O)n(C)c(=O)n2C)n1Cc1ccccc1
    -1	10	5	-1	-3	-1.3	1	6	0	-1
54: Cn1c(C(=O)O)c(CC(=O)Nc2ccc(F)cc2F)c2ccccc21
    -1	-7	-18	4	-2	1.7	-5	-6	8	-15
55: NS(=O)(=O)c1cccc(NC(=O)COC(=O)CC2Sc3ccccc3NC2=O)c1 (centres undefined)
    2	0	-4	-2	-12	-3.1	-2	-2	3	-6
56: NC(=O)C1CCN(C(=O)CN(c2cccc(Cl)c2)S(=O)(=O)c2ccccc2)CC1
    0	4	5	-1	-2	-1.1	-5	-4	-2	2
57: Cc1ccc(Nc2c([N+](=O)[O-])c(=O)oc3ccccc23)cc1
    7	8	0	-2	1	2.3	-1	-8	-4	2
58: Cc1cc2c3c(c1)C(C)(c1ccccc1)CC(C)(C)N3C(=O)C21C(C#N)=C(N)OC2=C1C(=O)CC(C)(C)C2 (centres undefined)
    0	2	-9	-1	-1	0.7	-1	-24	-2	-13
59: CCOC(=O)c1c(C)[nH]c(C)c1S(=O)(=O)N(C)CC(=O)NCc1ccc(F)cc1
    4	-2	1	-4	2	1.5	2	2	11	-2
60: COc1ccc(N2CCN(CCNC(=O)CCCn3c(=O)[nH]c4cc(Cl)ccc4c3=O)CC2)cc1
    1	4	9	-3	-9	1.0	4	-6	-1	1
